From PubChem BioAssay
HCMV antiviral – qHTS Assay for inhibitors of the human cytomegalovirus (HCMV) | HFF cells, HCMV-luciferase reporter, 72 h; active compounds read low | activity change, negative = inhibition, % at 57.5 µM | hit rate 4.5% among 410,000 | AID 1259415, 2018; in the data active = activity change below about -60%; inconclusive = no clear call, values can overlap the other calls; inactive = above about -39%
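Human foreskin fibroblasts infected with luciferase-reporter HCMV at MOI 1 PFU/cell, compounds at two doses. Luciferase measured 72 h post infection; normalized to buffer-only basal and Salinomycin (10uM) controls.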
AMA1 RON2 block – qHTS for Inhibitors of AMA1-RON; Towards Development of Antimalarial Drug Lead: Primary Screen; Plasmodium falciparum AMA1 (3D7) - RON2 peptide interaction; AlphaScreen AMA1-biotinylated RON2 peptide binding; Potency, µM (top dose mostly 58.2 µM), for the others: top-dose activity change, negative = inhibition, most hits filed as inhibitors; hit rate 0.2% among 360,000; AID 720542, 2013;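 note: potency is the fitted concentration of half-maximal effect; 0% = vehicle wells and -100% = peptide control; nearly all actives have a fitted effect of over 45% in size; some results filed as inactive show a strong effect at the top dose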
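AMA1 (3D7) with his tag at 25 nM final met compounds first, then biotinylated RON2 peptide at 25 nM; detection used donor plus acceptor beads, 10 µg/mL apiece, read by AlphaScreen after 30 min at room temperature.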
LmPK inhibitor – qHTS Assay for Inhibitors of Leishmania Mexicana Pyruvate Kinase (LmPK); Potency, µM (doses to about 57.5 µM), without a hit: at the highest dose activity change, negative = inhibition, most hits filed as inhibitors; hit rate 0.37% among 290,000; purified LmPK, Kinase-Glo ATP luminescence, 1 h; Q27686; note: potency is the fitted concentration of half-maximal effect
Target sequence (Q27686 whole entry, looked up): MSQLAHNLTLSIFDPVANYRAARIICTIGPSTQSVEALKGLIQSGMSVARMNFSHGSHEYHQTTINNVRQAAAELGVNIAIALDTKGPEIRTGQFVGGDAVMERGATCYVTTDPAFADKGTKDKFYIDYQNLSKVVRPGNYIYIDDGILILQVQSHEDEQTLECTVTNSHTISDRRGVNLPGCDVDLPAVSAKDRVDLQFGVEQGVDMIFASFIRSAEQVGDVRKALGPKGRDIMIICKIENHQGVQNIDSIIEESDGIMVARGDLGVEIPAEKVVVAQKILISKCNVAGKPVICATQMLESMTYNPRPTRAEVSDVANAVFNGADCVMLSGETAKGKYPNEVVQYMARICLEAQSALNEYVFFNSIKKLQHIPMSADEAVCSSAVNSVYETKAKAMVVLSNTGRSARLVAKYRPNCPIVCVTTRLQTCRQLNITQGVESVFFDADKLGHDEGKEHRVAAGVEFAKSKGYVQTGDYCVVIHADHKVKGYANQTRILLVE
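0.1 nM LmPK, 0.5 mM PEP, 0.1 mM ADP; 50 mM imidazole pH 7.2, 7 mM MgCl2, 50 mM KCl; 1 h RT. Kinase-Glo luminescence readout, normalized to no-enzyme (full inhibition) and uninhibited wells.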
AmpC detergent – qHTS Inhibitors of AmpC Beta-Lactamase (assay with detergent). P00811. AmpC hydrolysis of nitrocefin, absorbance 480 nm, 0.01% Triton. Potency, µM (doses to about 114 µM), inactives show top-dose activity change, negative = inhibition, actives largely listed as inhibitors. hit rate 0.041% among 370,000;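 note: potency is the fitted concentration of half-maximal effect; 0% = no-compound wells and -100% = no-enzyme wells; nearly all actives have a fitted effect of over 25% in size; some results filed as inactive show a strong effect at the top dose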
Target sequence (P00811 whole entry, looked up): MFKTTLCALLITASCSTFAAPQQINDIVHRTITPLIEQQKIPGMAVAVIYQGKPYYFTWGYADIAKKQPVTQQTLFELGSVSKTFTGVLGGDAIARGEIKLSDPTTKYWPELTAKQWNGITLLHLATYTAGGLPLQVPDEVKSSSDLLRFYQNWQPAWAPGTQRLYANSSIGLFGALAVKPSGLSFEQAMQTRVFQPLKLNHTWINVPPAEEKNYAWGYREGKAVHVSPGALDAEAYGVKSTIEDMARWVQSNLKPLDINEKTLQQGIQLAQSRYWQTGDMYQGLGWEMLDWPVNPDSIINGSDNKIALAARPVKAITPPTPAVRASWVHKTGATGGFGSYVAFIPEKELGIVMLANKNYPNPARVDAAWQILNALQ
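20 mM phosphate pH 7.0 + 0.01% (detergent screen) or 0.0001% Triton X-100; 5.3 nM AmpC reagent; cpd preinc 15 min RT; nitrocefin (800 uM stock) to start; A480 q20 s × 4 min; Activity was normalised to no-enzyme and no-compound control wells.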
HCV inhibitor – qHTS Assay for Inhibitors of Hepatitis C Virus (HCV) | AID 651820, 2012 | hit rate 3.4% among 340,000 | Huh7.5.1 HCVcc-Cre infection, luciferase reporter, 44 h | Potency, µM (doses to about 41.8 µM), inactives show at the highest dose activity change, negative = inhibition, hits mostly inhibitors; note: potency is the fitted concentration of half-maximal effect
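HCVcc-Cre virus at an moi near 0.5 was added right after compound to cells cultured 4 h from seeding (1,000 cells/well). Luciferase activity was determined 44 h later, 15 min after substrate addition at RT.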
TbPYK inhibitor – qHTS of Trypanosoma Brucei Inhibitors; pyruvate kinase (Trypanosoma brucei), Q57TT1; TbPYK enzyme, Kinase-Glo Plus ATP luminescence, 45 min; Potency, µM (titrated, usually from 76.8 µM), inactives show top-dose activity, negative = inhibition, actives largely listed as inhibitors; hit rate 0.12% among 410,000; AID 624173, 2012; note: potency is the fitted concentration of half-maximal effect; nearly all actives have a fitted effect of over 50% in size
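In this concentration-response screen, enzyme-free wells defined baseline while DMSO plates tracked drift. Each reaction combined TbPYK, substrate, compound and 130 uM ADP for 45 min at room temperature. Kinase-Glo Plus luminescence gave the signal.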
AmpC no deterg – qHTS Inhibitors of AmpC Beta-Lactamase (assay without detergent); Potency, µM (highest dose often 57.1 µM), for the others: at the highest dose activity change, negative = inhibition, most hits filed as inhibitors; hit rate 0.52% among 330,000; AmpC nitrocefin hydrolysis, absorbance 480 nm, 0.0001% Triton;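 note: potency is the fitted concentration of half-maximal effect; plate controls were no compound for no effect and no enzyme for full effect; nearly all actives have a fitted effect of over 20% in size; some results filed as inactive show a strong effect at the top dose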
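AmpC (5.3 nM in the dispensed reagent) in 20 mM phosphate pH 7.0 with 0.01% (detergent screen) or 0.0001% Triton X-100 was preincubated with compounds for 15 min at room temperature. Nitrocefin was then added from an 800 uM solution, and hydrolysis was followed at 480 nm.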
* hit, by the source's call; [ ] = remark or other dose. Unless noted, calls come from the whole dose curve; as a rule, active = well fitted curve in the direction sought with a large enough effect; inconclusive = small, poorly fitted or top-dose-only effect, or another doubt; inactive = no such curve, though single readings can be large; an effect the other way counts as inactive or inconclusive. Unless noted, % is set by controls: 0 for no effect and ±100 for the full control effect.

Screening Cc1ccc(S(=O)(=O)N2C[C@@H]3[C@H]4CC[C@H](C4)[C@@H]3[C@@H](C)[C@@H]2c2ccn([Si](C(C)C)(C(C)C)C(C)C)c2)cc1 returned HCMV antiviral -20, AMA1 RON2 block -2%, HCV inhibitor 15%, TbPYK inhibitor 0% and AmpC no deterg -6%.
For Cc1cc(C)c(NC(=O)c2ccccc2N(C)S(C)(=O)=O)c(C)c1 the results were HCMV antiviral 26, AMA1 RON2 block -1%, LmPK inhibitor -2%, AmpC detergent 1%, HCV inhibitor 9%, TbPYK inhibitor -4% and AmpC no deterg -14%.
CCOC(=O)c1ccc(NS(=O)(=O)c2ccc3c(c2)OCCO3)cc1 was read as HCMV antiviral -13, AmpC detergent 21% and TbPYK inhibitor -4%.
COc1ccc(C(=O)NNC(=O)CSc2nnnn2-c2cc(OC)cc(OC)c2)cc1 was read as HCMV antiviral 8, AMA1 RON2 block 58%[activator], LmPK inhibitor 1%, AmpC detergent 0%, HCV inhibitor 11µM*, TbPYK inhibitor 2% and AmpC no deterg -33%.
`CCC(C)c1ccc(N(C(=O)c2ccco2)C(C(=O)NC2CCCC2)c2cccnc2)cc1` (stereo not drawn) gave HCMV antiviral 2, AMA1 RON2 block 5%, LmPK inhibitor 2%, AmpC detergent 3%, HCV inhibitor inconclusive, TbPYK inhibitor 1% and AmpC no deterg 26%.
For COc1cc(S(=O)(=O)Nc2ccc(C)cc2)ccc1N=Cc1c(C)[nH]n(-c2ccc(C)cc2)c1=O the results were HCMV antiviral 5, AMA1 RON2 block 47%[activator], LmPK inhibitor -19%, AmpC detergent inconclusive, HCV inhibitor inconclusive, TbPYK inhibitor 5% and AmpC no deterg -41%.
`CC(=O)N1CCN(Cc2nc3cc(NC(=O)c4ccccc4C)ccc3n2C)CC1` gave HCMV antiviral 27, AMA1 RON2 block 7%, LmPK inhibitor 1%, AmpC detergent -12%, HCV inhibitor -12%, TbPYK inhibitor 7% and AmpC no deterg -1%.
Cc1cccc(C(=O)Nc2nnc(Cc3ccccc3)s2)c1 was read as HCMV antiviral 96, AMA1 RON2 block 2%, LmPK inhibitor 0%, AmpC detergent -11%, HCV inhibitor -4%, TbPYK inhibitor -3% and AmpC no deterg 15%.
Screening CC(NS(=O)(=O)c1ccc(Br)cc1)C(=O)NCC1CCCO1 (stereo not drawn) returned HCMV antiviral 14, AMA1 RON2 block 4%, LmPK inhibitor -3%, AmpC detergent 8%, HCV inhibitor -15%, TbPYK inhibitor 15% and AmpC no deterg -2%.
`CCOC(=O)C1CCCN(c2c(Nc3ccc(C)c(C)c3)c(=O)c2=O)C1` (stereo not drawn) gave HCMV antiviral -14, AMA1 RON2 block -3%, LmPK inhibitor 0%, AmpC detergent inconclusive, HCV inhibitor 12%, TbPYK inhibitor -6% and AmpC no deterg -25%.
O=c1[nH]cn[nH]1 was read as HCMV antiviral -7, AMA1 RON2 block 7%, LmPK inhibitor 2%, AmpC detergent -4%, HCV inhibitor 0.56µM*, TbPYK inhibitor -6% and AmpC no deterg -10%.
CCCn1cc(S(=O)(=O)c2ccc(C)cc2)c(=O)c2cc(OC)ccc21 was read as HCMV antiviral -32, AMA1 RON2 block 0%, LmPK inhibitor -1%, AmpC detergent -2%, HCV inhibitor -7%, TbPYK inhibitor 3% and AmpC no deterg 4%.
Cc1cccc(C(=O)Nc2ccccc2C(=O)OCc2c(C)noc2C)c1 was read as HCMV antiviral inconclusive, AMA1 RON2 block -4%, LmPK inhibitor 0%, AmpC detergent -6%, HCV inhibitor -26%, TbPYK inhibitor 5% and AmpC no deterg 32%.
Screening Cc1nnsc1-c1c(C(=O)O)c(C)nn1-c1ccc(OC(F)(F)F)cc1 returned HCMV antiviral 65, AMA1 RON2 block 7%, LmPK inhibitor 1%, AmpC detergent 3%, HCV inhibitor 5%, TbPYK inhibitor 5% and AmpC no deterg -12%.
Screening Cc1ccc(Cn2c(CNS(=O)(=O)c3ccc(C(C)(C)C)cc3)nc3cccnc32)cc1 returned HCMV antiviral -14, AmpC detergent -1% and TbPYK inhibitor 0%.
For COC(=O)COc1cc(C)cc2oc(=O)c(CC(=O)OC)c(C)c12 the results were HCMV antiviral 50, AMA1 RON2 block 3%, LmPK inhibitor 1%, AmpC detergent -6%, HCV inhibitor inconclusive, TbPYK inhibitor -5% and AmpC no deterg 2%.
Screening COc1ccc(NC(=O)C(NC(=O)Cc2cccs2)c2ccc(C)cc2)cc1 (stereo not drawn) returned HCMV antiviral -2, AMA1 RON2 block 5%, LmPK inhibitor -2%, AmpC detergent -3%, HCV inhibitor -8%, TbPYK inhibitor 1% and AmpC no deterg -8%.
For CC(C)(C)n1nnnc1C(c1ccc(F)cc1)N1CCN(Cc2ccc3c(c2)OCO3)CC1 (stereo not drawn) the results were HCMV antiviral -21, AMA1 RON2 block 5%, LmPK inhibitor 6%, AmpC detergent 1%, HCV inhibitor 0%, TbPYK inhibitor -6% and AmpC no deterg 73%[activator].
Screening Cc1ccc(-c2cc(C(=O)N3CCOCC3)no2)cc1 returned HCMV antiviral -61*, AMA1 RON2 block -6%, LmPK inhibitor -26%, AmpC detergent -6%, HCV inhibitor 13%, TbPYK inhibitor -4% and AmpC no deterg -14%.
For CC(CC(=O)Nc1ccc2c(c1)c(=O)n(C)n2Cc1cccc(C(F)(F)F)c1)C(F)(F)F (stereo not drawn) the results were HCMV antiviral 14, AMA1 RON2 block 15% and TbPYK inhibitor -7%.
`CCc1cc2c(CN3CCN(C)CC3)cc(=O)oc2cc1O` gave HCMV antiviral -23, AMA1 RON2 block -15%, LmPK inhibitor -3%, AmpC detergent -4%, HCV inhibitor -14%, TbPYK inhibitor -1% and AmpC no deterg inconclusive.
Screening CCN1C(=O)c2cccc3c(S(=O)(=O)NCCc4c[nH]c5ccccc45)ccc1c23 returned HCMV antiviral 95, AMA1 RON2 block 6%, LmPK inhibitor 2%, AmpC detergent 1%, HCV inhibitor -1%, TbPYK inhibitor -3% and AmpC no deterg -6%.
COc1cc(/C=N/N2C(=O)C3C4c5ccccc5C(c5ccccc54)C3C2=O)ccc1O (stereo not drawn) was read as HCMV antiviral 25, AMA1 RON2 block -11%, LmPK inhibitor -1%, AmpC detergent -9%, HCV inhibitor -10%, TbPYK inhibitor 0% and AmpC no deterg -18%.
O=C(NC1CC(=O)N(c2ccc(Cl)cc2)C1)N1CCN(C(=O)c2ccco2)CC1 (stereo not drawn) was read as HCMV antiviral 18, AMA1 RON2 block 9%, AmpC detergent 0%, HCV inhibitor 16%, TbPYK inhibitor -5% and AmpC no deterg -5%.
CCOc1ccc(-n2cc(-c3ccccc3)c3c(N4CCC(C)CC4)ncnc32)cc1 was read as HCMV antiviral -63*, AmpC detergent -3% and TbPYK inhibitor 2%.
Screening COc1ccccc1NC(=O)Cn1ccn(-c2cccc3ccccc23)c(=O)c1=O returned HCMV antiviral -23, AMA1 RON2 block -6%, AmpC detergent 1%, HCV inhibitor -10%, TbPYK inhibitor -21% and AmpC no deterg -14%.
Cc1ccc(S(=O)(=O)NC2(C(F)(F)F)NC(=O)N(c3ccccc3F)C2=O)cc1 (stereo not drawn) was read as HCMV antiviral inconclusive, AMA1 RON2 block 1%, LmPK inhibitor 5%, AmpC detergent inconclusive, HCV inhibitor 15%, TbPYK inhibitor 0% and AmpC no deterg -18%.
For O=C(O)c1csc(-c2ccccc2)n1 the results were HCMV antiviral -20, AMA1 RON2 block -2%, LmPK inhibitor 1%, AmpC detergent 0%, HCV inhibitor 17%, TbPYK inhibitor 5% and AmpC no deterg -20%.
`C#CCSc1nc(Cc2ccc(Cl)cc2)nc2ccccc12` gave HCMV antiviral -23, AMA1 RON2 block -11%, LmPK inhibitor -1%, AmpC detergent -1%, HCV inhibitor inconclusive, TbPYK inhibitor 4% and AmpC no deterg -14%.
`COc1cc(OC)cc(C(=O)Nc2ncc3c(n2)CC(C)(C)CC3=O)c1` gave HCMV antiviral -3, AMA1 RON2 block 3%, LmPK inhibitor -3%, AmpC detergent inconclusive, HCV inhibitor inconclusive, TbPYK inhibitor 2% and AmpC no deterg -8%.
CC1(C(=O)Nc2ccccc2)CCN1C(=O)Cc1ccc(-c2ccccc2)cc1 (stereo not drawn) was read as HCMV antiviral -74*, AMA1 RON2 block -12% and TbPYK inhibitor 7%.
`Cn1cccc1CNCCc1ccccc1` gave LmPK inhibitor 1%, AmpC detergent -4% and AmpC no deterg -14%.
`CCN(CCCl)c1cc(CN(C)C)cc(NC(=O)c2ccc(C(=O)Nc3cc(CN(C)C)cc(N(CC)CCCl)c3)cc2)c1` gave HCMV antiviral -101*, AMA1 RON2 block 25µM*, HCV inhibitor 1.4µM* and TbPYK inhibitor -2%.
For O=C(NCCCN1CCOCC1)c1ccc2c(c1)N(Cc1ccccc1)C(=O)c1ccccc1S2=O (stereo not drawn) the results were HCMV antiviral 7, AMA1 RON2 block 10%, LmPK inhibitor 6%, AmpC detergent -1%, HCV inhibitor -18%, TbPYK inhibitor 6% and AmpC no deterg 162%[activator].
Screening N#C/C(=C\c1ccc(F)cc1F)S(=O)(=O)c1ccccn1 returned HCMV antiviral -7, AMA1 RON2 block -17%, LmPK inhibitor 4%, AmpC detergent -6%, HCV inhibitor 14%, TbPYK inhibitor -9% and AmpC no deterg -5%.
For O=S(=O)(NC1CCCC1)c1ccccc1Br the results were HCMV antiviral -97*, AMA1 RON2 block 31%, LmPK inhibitor 0%, AmpC detergent 0%, HCV inhibitor 19%, TbPYK inhibitor 0% and AmpC no deterg -6%.
Screening O=C(c1cc2ccccc2o1)N1CCCCCC1 returned HCMV antiviral 65, AMA1 RON2 block 19%, LmPK inhibitor -4%, AmpC detergent -2%, HCV inhibitor 5%, TbPYK inhibitor 3% and AmpC no deterg -1%.
